Bioassay records (PubChem)
Cycloheximide cs – Cycloheximide Counterscreen for Small Molecule Inhibitors of Shiga Toxin. cell reporter, cycloheximide protein synthesis inhibition counterscreen. max response, %. 12% of 300,000 active. AID 2314, 2010; in the data active = max response mostly above about 13%, no sharp cut-off; inactive = mostly below about 14%; also: read at 38.3 µM for the half of the compounds with a filed dose; 0% is about no effect
AMA1 RON2 block – qHTS for Inhibitors of AMA1-RON; Towards Development of Antimalarial Drug Lead: Primary Screen. Plasmodium falciparum AMA1 (3D7) - RON2 peptide interaction. AlphaScreen AMA1-biotinylated RON2 peptide binding. Potency, µM (doses to about 58.2 µM), without a hit: top-dose activity change, negative = inhibition, actives largely listed as inhibitors. 0.2% of 360,000 active. AID 720542, 2013;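 also: potency is read from the fitted curve at half-maximal effect; 0% = vehicle wells and -100% = peptide control; nearly all actives have a fitted effect of over 45% in size; some results filed as inactive show a strong effect at the top dose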
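AMA1 (3D7) with his tag at 25 nM final met compounds first, then biotinylated RON2 peptide at 25 nM; detection used donor plus acceptor beads, 10 µg/mL apiece, read by AlphaScreen after 30 min at room temperature.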
Pf growth 48h – Primary qHTS for delayed death inhibitors of the malarial parasite plastid, 48 hour incubation | Potency, µM (series often up to 28.7 µM), inactives show at the top dose activity change, negative = inhibition, hits mostly inhibitors | P. falciparum luciferase growth in erythrocytes, 48 h | 5.9% of 310,000 active | AID 504832, 2011; also: potency is read from the fitted curve at half-maximal effect; % is scaled to controls: 0 for no effect and ±100 for the full control effect
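A one-generation exposure of luciferase-tagged malaria parasites in RPMI 1640/Albumax erythrocyte culture, 37 C and 5% CO2. Inhibition is inferred from decreased luminescence after adding detection reagent.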
Shiga inhibitor – A qHTS for Small Molecule Inhibitors of Shiga Toxin. Vero cells, Shiga toxin protein synthesis inhibition reporter. inhibition, % at 38.7 µM. 9.2% of 290,000 active; in the data active = inhibition mostly above about 28%, no sharp cut-off; inactive = mostly below about 43%; also: 0% is about no effect
Pf growth 96h – Primary qHTS for delayed death inhibitors of the malarial parasite plastid, 96 hour incubation | P. falciparum luciferase reporter growth, 96 h | Potency, µM (titrated, usually from 28.7 µM), inactives show top-dose activity change, negative = inhibition, actives largely listed as inhibitors | 6.9% of 320,000 active | AID 504834, 2011; also: potency is read from the fitted curve at half-maximal effect; % is scaled to controls: 0 for no effect and ±100 for the full control effect
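Cell-based qHTS: luciferase-tagged P. falciparum in erythrocytes (2% hematocrit, 0.05% parasitemia final) incubated with compounds for 96 hours, 37 C, 5% CO2; luciferase detection reagent then added and luminescence measured.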
TbPYK inhibitor – qHTS of Trypanosoma Brucei Inhibitors; 0.12% of 410,000 active; TbPYK enzyme, Kinase-Glo Plus ATP luminescence, 45 min; Potency, µM (titrated, usually from 76.8 µM), for inactives: at the top dose activity, negative = inhibition, actives largely listed as inhibitors; AID 624173, 2012; also: potency is read from the fitted curve at half-maximal effect; % is scaled to controls: 0 for no effect and ±100 for the full control effect; nearly all actives have a fitted effect of over 50% in size
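In this concentration-response screen, enzyme-free wells defined baseline while DMSO plates tracked drift. Each reaction combined TbPYK, substrate, compound and 130 uM ADP for 45 min at room temperature. Kinase-Glo Plus luminescence gave the signal.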
LmPK inhibitor – qHTS Assay for Inhibitors of Leishmania Mexicana Pyruvate Kinase (LmPK); Potency, µM (highest dose often 57.5 µM), for the others: at the highest dose activity change, negative = inhibition, hits mostly inhibitors; 0.37% of 290,000 active; purified LmPK, Kinase-Glo ATP luminescence, 1 h; also: potency is read from the fitted curve at half-maximal effect; % is scaled to controls: 0 for no effect and ±100 for the full control effect
Target sequence (Q27686 whole entry, looked up): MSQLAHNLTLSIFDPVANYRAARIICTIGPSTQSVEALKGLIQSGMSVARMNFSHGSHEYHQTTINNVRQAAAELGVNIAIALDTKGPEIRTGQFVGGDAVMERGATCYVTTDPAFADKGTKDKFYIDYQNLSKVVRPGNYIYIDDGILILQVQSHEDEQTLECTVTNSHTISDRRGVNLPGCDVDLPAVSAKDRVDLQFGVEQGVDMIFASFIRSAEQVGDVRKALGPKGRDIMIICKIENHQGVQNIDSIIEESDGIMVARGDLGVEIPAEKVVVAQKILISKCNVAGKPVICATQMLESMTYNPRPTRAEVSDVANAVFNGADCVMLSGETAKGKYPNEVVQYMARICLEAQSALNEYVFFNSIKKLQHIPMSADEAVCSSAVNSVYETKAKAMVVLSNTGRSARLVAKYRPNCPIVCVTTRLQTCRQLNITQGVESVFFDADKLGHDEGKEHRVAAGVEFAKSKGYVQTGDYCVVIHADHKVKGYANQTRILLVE
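qHTS format; LmPK 0.1 nM; substrates PEP 0.5 mM and ADP 0.1 mM. One-hour room-temperature incubation, then coupled luciferase luminescence; 0.5 nM enzyme wells mark activation.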
* = called active by the depositor; i = inactive; ? = inconclusive; / = no result given; & = joins results of further samples; [ ] = dose if it differs, or a comment. Unless noted, calls follow the shape of the dose curve; as a rule, active = well fitted curve in the direction sought with a large enough effect; inconclusive = small, poorly fitted or top-dose-only effect, or another doubt; inactive = no such curve, though single readings can be large; an effect the other way counts as inactive or inconclusive.

SMILES	Cycloheximide cs	AMA1 RON2 block	Pf growth 48h	Shiga inhibitor	Pf growth 96h	TbPYK inhibitor	LmPK inhibitor
Cc1ccc(C2CC(=O)Oc3cc(C)c(Br)c(C)c32)cc1 (centres undefined)	6	-1%	/	i	/	0%	/
CN(C)CCCNc1cc(O)c2ncccc2c1	/	/	4.1µM*	/	4.7µM*	-6%	/
CN(C)S(=O)(=O)c1ccc(N2CCCC2)c(C(=O)NC2CCCCC2)c1	/	-2%	?	/	?	-6%	/
COc1ccc(OCc2nnc(SCC(=O)NNC(=O)c3ccc(C)cc3)n2C)cc1	0	38%[activator][11.6 µM]	0%	-9	32%[activator]	-6%	-2%
CC(C)Oc1ccc(Cn2c(-c3ccco3)n[nH]c2=S)cc1	10	48%[activator]	-16%	11	?	2.5µM*	14µM*
COc1ccc(S(=O)(=O)Cc2ccc(C(=O)NCc3ccccc3)o2)cc1	-1	-5%	19%	-3	?	0%	-1%
CC1Cc2ccccc2N1C(=O)CSc1nnc2c(n1)[nH]c1ccc(F)cc12 (centres undefined)	5	-20%	1.5µM*	0	-90%	-1%	-2%
COc1ccccc1C1C2=C(CC(C)(C)CC2=O)Nc2nnnn21 (centres undefined)	-2	-9%	6%	-20	-7%	-9%	-3%
COc1ccc2c(c1)CC(C)C/C2=N\NC(=O)c1ccco1 (centres undefined)	14	-2%	?	32	13%	-4%	-5%
NCCCC[C@@H]1NC(=O)c2cc([N+](=O)[O-])cc(I)c2SC[C@@H](C(=O)NCC(N)=O)NC(=O)CNC1=O	-2	30%[activator]	4%	-17	4%	1%	3%
CCc1ccc(C(=O)NNc2ccc(Cl)cc2)cc1	48*	0%	-10%	59*	49%[activator]	-1%	3%
CN1/C(=C/C=N/n2cnnc2)C(C)(C)c2ccccc21	-2	-7%	-7%	-11	?	-7%	0%

One compound at a time (already shown).
NCCCC[C@@H]1NC(=O)c2cc([N+](=O)[O-])cc(I)c2SC[C@@H](C(=O)NCC(N)=O)NC(=O)CNC1=O reads Cycloheximide cs: -2; AMA1 RON2 block: 30%[activator]; Pf growth 48h: 4%; Shiga inhibitor: -17; Pf growth 96h: 4%; TbPYK inhibitor: 1%; LmPK inhibitor: 3%
CN(C)CCCNc1cc(O)c2ncccc2c1 reads Cycloheximide cs: /; AMA1 RON2 block: /; Pf growth 48h: 4.1µM*; Shiga inhibitor: /; Pf growth 96h: 4.7µM*; TbPYK inhibitor: -6%; LmPK inhibitor: /

Following part:
SMILES	Cycloheximide cs	AMA1 RON2 block	Pf growth 48h	Shiga inhibitor	Pf growth 96h	TbPYK inhibitor	LmPK inhibitor
Nc1ccc2nc(CN3CCOCC3)[nH]c2c1	-1	-2%	/	18	?	-8%	-3%
COc1cc(-c2c(C#N)c(N)nc3c2c(C)nn3-c2ccc(C)c(C)c2)cc(OC)c1OC	10	0%	4.7µM*	12	-22%[5.75 µM]	-7%	5%
CC(=O)OC(C(=O)N1CCN(c2ccc(F)cc2)CC1)c1ccccc1 (centres undefined)	5	0%	32%[activator]	-9	12µM*	-4%	3%
CSc1nnc(NC(=O)c2cc(=O)c3cc(C)cc(C)c3o2)s1	-2	4%	-2%	-7	?	-11%	-27%
CCN1C(=O)/C(=C/c2cnn(C)c2C)SC1=S	1	/	5%	-26	/	/	-1%
CCNC(=S)Nc1ccc(OCc2nc3ccccc3s2)cc1	33*	11%	94%[activator]	/	56%[activator]	-22%	3%
N#Cc1ccc(C23CC4(C2)[C@H](CN(Cc2cccnc2)[C@@H]4c2ccccc2)C3c2ccccc2)cc1 (some centres undefined)	-3	-3%	4.1µM*	7	3.7µM*	5%	1%
CCOC(=O)N1CCN(C(=O)/C(=C/c2cccs2)NC(=O)c2ccc(OC)c(OC)c2)CC1	-7	20%	?	-9	20%	0%	-5%
CC(=O)N1c2ccc(S(=O)(=O)NCCC(=O)NCCc3ccc(C)cc3)cc2CC1C (centres undefined)	17	14%	?	-4	41%[activator]	-20%	1%
COc1ccc(CN(Cc2ccccn2)S(=O)(=O)c2ccc(-n3cnnn3)c(OC)c2)cc1	2	6%	-27%	26	-26%	-1%	-2%
CCN1C(=O)C(=C2C=C(C)N(Cc3ccco3)C(C)=C2)C(=O)N(CC)C1=S	1	16%	-14%	21	-29%	-6%	5%
COc1ccc(C(=O)NCC(c2ccco2)N2CCc3ccccc32)c(OC)c1 (centres undefined)	/	-27%	12µM*	/	13µM*	1%	/
Cc1cc(NC(=O)c2ccc(COc3ccccc3Cl)o2)no1	12	1%	-19%	18	-16%	4%	13%
CNc1nc(C)nc(-c2ccccc2O)n1	1	-1%	/	21	-20%	2%	7%
CCOC(=O)C1=C(Cn2cnc3ccccc32)NC(=O)NC1c1cc(C)ccc1C (centres undefined)	-7	-1%	?	-16	?	-3%	5%
CCc1[nH]c(=O)c(C#N)c2c1CCCC2	10	25%	3%	-13	18%	0%	-12%
COc1cc(NC(=O)c2ccc(Cl)cc2)c(OC)cc1NC(=O)CN1CCOCC1	-1	-12%	-9%	-2	/	-6%	6%
Cc1oc2cc([N+](=O)[O-])c(O)c([N+](=O)[O-])c2c1C(=O)c1ccc(Br)cc1	-7	-11%	18%	-4	-13%	-1%	-1%
CCOC(=O)c1ccc(NC(=O)Cc2cccs2)cc1	33*	9%	72%[activator]	49*	?	2%	1%
COc1ccc(OC)c(-c2csc(NC(=O)CSc3ccc(Br)cc3)n2)c1	-8	-23%	7%	-12	?	-4%	4%
C=CC[n+]1c(-c2ccc(OC)cc2)csc1NNC(=O)Nc1ccccc1	36	2%	/	48	?	-4%	9%
Cc1cc(C)c(NC(=O)COC(=O)/C=C/c2cccc(C(F)(F)F)c2)c(C)c1	-2	10%	9%	3	2%	4%	5%
Cc1ccc(C(=O)Nc2cccc3ccccc23)cc1	29*	6%	48%[activator]	35*	30%[activator]	-1%	-1%
Cc1onc(-c2c(Cl)cccc2Cl)c1C(O)c1ccccc1 (centres undefined)	-4	-3%	/	12	1%	2%	0%
Cc1nn(-c2ccccc2)c(C)c1C(=O)OCC(=O)N(C)c1c(N)n(Cc2ccccc2)c(=O)[nH]c1=O	/	11%	?	/	12µM*	1%	/
O=C(NNC(=O)c1cc(-c2ccccc2)nc2ccccc12)Nc1cccc(Cl)c1	-3	49%[activator]	-21%	-18	/	-2%	3%
O=C(c1cccc([N+](=O)[O-])c1)c1ccc2c(c1)C(=O)N(c1c[nH]c(=O)[nH]c1=O)C2=O	7	/	-22%	-12	34%[5.75 µM]	/	3%
CN(CCNC(=O)c1cc2c(=O)n(C)c3ccccc3c2n1C)Cc1ccccc1	1	-10%	/	-4	-14%	1%	7%
Brc1ccc(Cn2c(-c3ccc(Br)o3)nc3ccccc32)o1	18*	?	?	22	?	-1%	-5%
CCCCNc1nc2c(-c3ccccc3)nnn2c2ccccc12	4	2%	-5%	6	-2%	1%	5%
O=C(COc1cccc2ccccc12)N/N=C/C=C/c1ccccc1	-3	50%[activator]	11%	-13	-4%	-2%	0%
CCOC(=O)NCC(C)(C)CNC(=O)OCC	-3	-2%	11%	2	32%[activator]	-4%	-1%
Cc1ccc(OCCn2c(=O)sc3ccccc32)cc1	45*	36%[activator]	-2%	61*	?	-4%	5%
COc1ccc(Cn2nnnc2CN2CCC(c3nc4ccccc4s3)CC2)cc1	7	5%	12µM*	2	182%[activator]	-2%	3%
CCCn1c(SCC(=O)Nc2nnc(CC)s2)nnc1-c1ccco1	-5	2%	2%	-33	8%	1%	4%
COc1ccc(CCN(Cc2cccs2)S(=O)(=O)c2ccc(C(=O)O)cc2)cc1OC	-2	2%	-8%	-6	17%	3%	3%
CCCCc1nnc(NC(=O)c2cccc(S(=O)(=O)N3CCN(C)CC3)c2)s1	8	0%	2%	-27	-16%	2%	-6%
O=C(O)c1cc(-c2cccc([N+](=O)[O-])c2)n[nH]1	2	-6%	20%	18	-31%	-4%	0%
CCn1cc(C(=O)NCc2ccco2)c(=O)c2ccc(C)nc21	-5	-6%	-11%	-4	0%	1%	2%
COc1ccccc1C(=O)Nc1cc2c(cc1C(=O)O)OCCCO2	-6	1%	6%	-7	-3%	-5%	-1%
COCCN(CCOC)S(=O)(=O)c1ccc(C(=O)Nc2nc(C)c(C(C)=O)s2)cc1	1	0%	0%	-6	?	-2%	1%
COC(=O)c1nn(-c2ccc(OC)cc2)c(=O)cc1Oc1cccc(Cl)c1	-3	-2%	8%	-14	42%[activator]	-6%	4%
CCn1ncc(Br)c1C(=O)Nc1sc2c(c1C(N)=O)CCC2	22	-21%	?	11	/	-7%	2%
CCOC(=O)C1(CC2CCCCO2)CCN(C(=O)Nc2ccccc2SC)CC1 (centres undefined)	-2	0%	?	10	12µM*	-2%	1%
COc1ccc(C2C(C#N)=C(N)OC(C(C)(C)C)=C2C#N)cc1OC (centres undefined)	-2	-1%	-17%	12	-10%	3%	2%
CC(=O)Nc1ccc(C(=S)NCCCO)cc1	5	12%	26%	-4	22%	-7%	8%
O=C1c2cc(N3CCCC3)c([N+](=O)[O-])cc2C(=O)N1c1ccccc1	-2	-9%	3%	42	-8%	-10%	-2%
CC1(C)CC2CC(C)(CN2S(=O)(=O)c2ccc(C(=O)Nc3cccc(S(=O)(=O)N4CCOCC4)c3)cc2)C1 (centres undefined)	3	-1%	2.9µM*	-7	?	5%	10%
COc1ccc(NC(=S)SC)cc1OC	-3	19%	9%	-11	99%[activator]	-1%	-3%
COCCN(Cc1ccccc1)C(=O)c1cccc(S(=O)(=O)N2CCCc3ccccc32)c1	/	-6%	?	/	-22%	9%	/
COC(=O)c1ccccc1NC(=S)N1CCN(c2ccccc2)CC1	-8	-13%	14%[0.00184 µM]	2	-5%	1%	0%
CN(Cc1ccc(Cl)s1)C(=O)CNC(=O)CNC(=O)c1ccc(Cl)cc1Cl	/	10%	?	/	-9%	1%	/
Cc1cccc(OCCn2c(=O)n(C)c3ccccc32)c1	67*	5%	/	115*	?	-10%	7%
CN(Cc1ccon1)C(=O)CC1C(=O)NCCN1Cc1ccc(Cl)c(F)c1 (centres undefined)	-3	24%	-1%	-15	8%	-8%	-5%
COc1ccc(/C=C/C(=O)Oc2cccc(/C=N/NC(=O)COc3c(C)cccc3C)c2)cc1	53*	-7%	23%	105*	-2%	2%	0%
O=C(CN1CCN(S(=O)(=O)c2ccc(Br)cc2)CC1)Nc1ccc(F)cc1F	13*	2%	-7%	17	-21%	-3%	-5%
O=S(=O)(NCc1ccccc1)c1ccc(-c2cnc(C3CC3)o2)cc1	-1	-3%	14%	0	?	0%&0%	-10%
COc1ccc(N2CCN(C(=O)c3cccnc3SCc3cccc(Br)c3)CC2)cc1	-1	32µM*	?	-9	-2%	-3%	-5%
